M4 ag: agonists of human muscarinic M4 receptor (CHRM4). 0.14% of 360,000 active. P08173. CHO-K1 hM4/Gqi5, Fluo-8 calcium fluorescence; vehicle 0%, full acetylcholine response 100%. activation, % at 3 µM;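 active = activation above the run mean over all test wells plus 3 SD, cut at about 32% in these data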;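 note: peak over basal fluorescence ratio per well then scaled between controls; 0% = DMSO wells and 100% = acetylcholine at EC100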
M4 PAM: potentiates acetylcholine response at human M4 receptor; CHO-K1 hM4/Gqi5, Fluo-8 calcium fluorescence, ACh EC20; 0% = ACh EC20, 100% = maximal ACh; activation, % at 3 µM; 0.4% of 360,000 active;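 active = activation above its plate's cutoff, the mean activation of sample wells plus 3 SD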; note: some results filed as inactive read as strong as hits
CHRM5 agonist: agonists of human muscarinic M5 receptor (CHRM5); activation, % at 3 µM; P08912; CHO-K1 hM5 cells, Fluo-8 calcium fluorescence; 0% DMSO wells, 100% maximal acetylcholine response; 0.19% of 360,000 active; AID 624037;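 active = activation above the run's mean over test compounds plus 3 SD, cut at about 23% in these data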;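 note: signal is peak over basal fluorescence ratio across the kinetic read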
CHRM4 antagonist: CHRM4 antagonism in calcium assay. P08173. CHO-hM4 cells, ACh EC80, Fluo-8 calcium fluorescence. inhibition, % at 3 µM. 0.73% of 360,000 active. AID 624125;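 active = inhibition above its plate's cutoff, the mean inhibition of sample wells plus 3 SD, cut at about 27% in these data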;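 note: 0% = acetylcholine EC80 with DMSO and 100% = DMSO without agonist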
M5 PAM: CHRM5 positive allosteric modulation. P08912. CHO-K1 hM5, Fluo-8 calcium, ACh EC20 PAM; 0% = ACh EC20, 100% = ACh EC100. activation, % at 3 µM. 0.3% of 360,000 active;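 active = activation above the run cutoff, the mean activation of all test compounds plus 3 SD, cut at about 18% in these data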
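Probe or stimulus: acetylcholine, EC20 level; Assay system: human M5 receptor in CHO-K1 cells; Schedule: compound preincubation 140 s before EC20 acetylcholine addition; Technique: intracellular calcium via Fluo-8 fluorescence; Dosing: single-point, 3 µM nominal; Read-out basis: percent activation from peak-over-basal fluorescence ratio, scaled EC20-to-EC100 acetylcholine; Repeats: one well per compound, no replicates.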
CRFBP-R2 agonist: CRF-BP/CRF-R2 complex agonism; HEK293 CRF-R2/CRF-BP, calcium dye fluorescence (FLIPR); percent of saturating CRF peptide response; activation, % at 13.2 µM; 0.46% of 350,000 active;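 active = activation of at least 50%, plus an integration ratio under a set limit after plate pattern correction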;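 note: plate controls were neutral control wells without compound for no effect and CRF at EC100 for full effect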
CRFBP-R2 block: blocks CRF-induced signaling of the CRF-BP/CRF-R2 complex | HEK293 CRF-R2/CRF-BP, CRF-induced calcium fluorescence | inhibition, % at 11.8 µM | 0.59% of 350,000 active | AID 588475;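 active = inhibition of the ligand-induced calcium signal above about 50% at the single tested concentration, limit read from the data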
CHRM5 antagonist: blocks acetylcholine activation of human M5 receptor. P08912. CHO-hM5 cells, Fluo-8 calcium fluorescence, ACh EC80. inhibition, % at 3 µM. 0.59% of 360,000 active. AID 624040;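 active = inhibition above a per-plate cutoff, the mean of that plate's test compounds plus 3 SD, cut at about 27% in these data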;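 note: 0% = acetylcholine EC80 with DMSO and 100% = DMSO without agonist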
IDE inh: inhibitors of human insulin-degrading enzyme in cells; inhibition, % at 5.59 µM; 0.41% of 320,000 active; HEK cells, FAbetaB cleavage, fluorescence polarization;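 active = percent inhibition above the average of all tested compounds plus 3 SD, set per screening campaign, cut at about 16% in these data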;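 note: IDE supplied by intact live HEK cells; FP after avidin binding of uncleaved biotin substrate so inhibition keeps polarization high; 0% = DMSO wells and 100% = 60 µM reference IDE inhibitor Ii1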
Target sequence (P14735 whole entry, looked up): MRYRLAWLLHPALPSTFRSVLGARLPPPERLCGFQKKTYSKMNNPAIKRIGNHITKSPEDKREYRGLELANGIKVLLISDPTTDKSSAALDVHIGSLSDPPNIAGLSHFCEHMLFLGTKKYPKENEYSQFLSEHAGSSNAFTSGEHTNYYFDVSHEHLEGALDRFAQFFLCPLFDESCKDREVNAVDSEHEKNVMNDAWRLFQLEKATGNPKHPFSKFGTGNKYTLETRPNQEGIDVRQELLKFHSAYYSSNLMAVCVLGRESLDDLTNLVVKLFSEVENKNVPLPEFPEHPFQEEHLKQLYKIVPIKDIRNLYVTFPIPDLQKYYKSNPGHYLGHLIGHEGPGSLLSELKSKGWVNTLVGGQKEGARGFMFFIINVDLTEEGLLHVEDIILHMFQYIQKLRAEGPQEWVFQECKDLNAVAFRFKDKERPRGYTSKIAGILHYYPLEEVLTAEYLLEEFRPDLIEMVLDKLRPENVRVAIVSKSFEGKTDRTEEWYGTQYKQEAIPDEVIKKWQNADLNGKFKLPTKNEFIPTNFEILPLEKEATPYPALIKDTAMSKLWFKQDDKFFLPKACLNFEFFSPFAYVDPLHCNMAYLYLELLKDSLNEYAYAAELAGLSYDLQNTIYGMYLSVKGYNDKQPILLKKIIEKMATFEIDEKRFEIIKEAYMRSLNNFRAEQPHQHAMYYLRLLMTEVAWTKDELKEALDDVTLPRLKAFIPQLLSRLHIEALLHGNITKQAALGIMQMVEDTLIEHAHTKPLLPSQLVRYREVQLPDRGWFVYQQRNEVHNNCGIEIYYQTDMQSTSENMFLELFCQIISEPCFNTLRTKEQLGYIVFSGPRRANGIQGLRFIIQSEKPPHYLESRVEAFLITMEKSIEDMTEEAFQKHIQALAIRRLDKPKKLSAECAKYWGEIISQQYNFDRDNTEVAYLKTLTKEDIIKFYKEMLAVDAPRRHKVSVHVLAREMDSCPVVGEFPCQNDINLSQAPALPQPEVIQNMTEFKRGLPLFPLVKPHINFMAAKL
* hit, by the source's call; / = not tested or not shown.

M4 ag	M4 PAM	CHRM5 agonist	CHRM4 antagonist	M5 PAM	CRFBP-R2 agonist	CRFBP-R2 block	CHRM5 antagonist	IDE inh	Compound
0	-1	-4	5	-4	-0.4	33	6	-1	COc1ccc(OC)c(NC(=O)C23CC4CC(C2)CC(n2cnc(Br)n2)(C4)C3)c1
4	4	-2	-1	-2	-1.2	8	3	5	COc1ccc(Cl)cc1NC(=O)CCc1nnc2ccc(N3CCC4(CC3)OCCO4)nn12
0	6	1	-9	-1	-0.9	22	-3	0	O=C(NCCc1ccccc1)c1ccc2c(=O)[nH]c3c(C(=O)NCC4CCCO4)sc(=S)n3c2c1 (stereo unspecified)
7	-5	7	-4	-3	-0.3	4	5	-5	CCNC(=S)N1CCC(c2nc3ccccc3s2)CC1
1	-2	-1	1	0	0.8	1	2	-2	O=C(NNS(=O)(=O)c1ccccc1)c1cccc([N+](=O)[O-])c1
1	-11	1	9	-1	0.1	5	-1	-1	COc1ccc(N(C)C(=O)CCS(=O)(=O)c2cccc3nonc23)c(OC)c1
9	2	7	-12	-14	-0.6	-10	5	-2	Cc1ccc(C(=O)NCC(=O)OC(C)C(=O)Nc2ccccc2[N+](=O)[O-])s1 (stereo unspecified)
1	2	-4	0	0	-1.4	9	0	0	COc1ccc(/C(C)=N/NC(=O)CNC(=O)c2cccnc2)cc1
0	5	-4	-2	-3	1.4	-2	3	-5	COc1ccc(S(=O)(=O)NCCCN2CCCC2=O)cc1OC
18	-12	5	15	-3	-1.1	-4	13	-2	O=[N+]([O-])c1cc(Cl)ccc1Oc1ccc(-c2nnco2)cc1
0	-3	-6	9	-8	-1.5	15	14	-2	COc1cccc(CNC(=O)CCCC(=O)Nc2cccc([N+](=O)[O-])c2)c1
1	-6	-1	2	-6	-2.1	-2	4	1	O=C1CCCN1c1ccc(S(=O)(=O)N2CCN(c3ccccc3)CC2)cc1
0	0	-2	6	0	-1.8	6	9	-4	Cc1ccccc1S(=O)Cc1ccc(C(=O)NC2CC2)o1 (stereo unspecified)
0	4	-3	-18	5	1.8	-3	-9	-5	Cc1cccc(C)c1OCCNC(=O)c1ccc2ccccc2n1
1	0	-2	-3	-3	0.2	-93	2	-4	CC1CCCN(c2ccc(C(=O)Nc3nnc(C4CC4)s3)cc2[N+](=O)[O-])C1 (stereo unspecified)
5	2	-14	-4	9	12	-32	2	4	Cc1ccc2cc(CN(CCCN(C)C)C(=S)NCc3ccccc3)c(=O)[nH]c2c1C
0	2	-3	-16	1	-0.4	4	5	1	CC1(C)CN(C(Cc2ccccc2)C(N)=O)C1=O (stereo unspecified)
2	-5	0	8	-5	-2.2	0	5	1	Cc1ccc(C(=O)C(C)N(C(=O)c2ccc(Cl)cc2Cl)N2C(=O)CCCC2=O)cc1 (stereo unspecified)
-3	-17	-13	9	-9	-12	-6	-3	1	CCOC(=O)c1c(-n2c(C)cc(C=O)c2C)sc2c1CCCC2
1	1	-5	1	-9	2.4	20	4	/	Cc1cc(Br)c2c(c1)=C(c1sc(N3CCCCCC3)nc1O)C(=O)N=2
0	7	-2	4	5	0.3	8	-4	-5	CC1CC(=O)N(CC(=O)N2CCCC2)c2ccccc2S1 (stereo unspecified)
1	1	-3	-9	7	-0.5	4	2	3	Nc1cc(Cl)ccc1C(=O)OCC(=O)NC1CCS(=O)(=O)C1 (stereo unspecified)
1	-8	-2	6	-3	-1.2	-22	-5	7	Cc1cc(C)n(-c2nc3ccccc3c(=O)n2OCC(=O)N(C)C)n1
0	-1	-2	8	2	-0.2	18	-8	-1	COC(=O)c1ccc(CSc2nc3ccccc3s2)o1
1	-3	4	4	-3	-3.2	22	8	8	COc1cc(NC2c3ccccc3C(=O)N2Cc2ccccc2)cc(OC)c1OC (stereo unspecified)
1	1	1	-3	-2	1.0	5	6	-2	Cc1ccc(S(=O)(=O)NNC(=O)C2COc3ccccc3O2)cc1 (stereo unspecified)
0	13	-3	-1	8	1.2	4	-7	1	CC(=O)Nc1ccc(S(=O)(=O)N2CCC(C(=O)NCc3cccnc3)CC2)cc1
-2	-5	-1	-1	-7	/	/	3	/	CN(Cc1ccccc1)Cc1cc(=O)oc2ccc3ccccc3c12
3	-3	2	-3	-2	-0.9	1	5	3	Cc1cc(C)n2nc(C(=O)NNC(=O)c3ccccc3)nc2n1
0	-4	-3	6	3	2.3	-21	-2	-1	CC1CCCC(C)N1/N=C/c1cc(Br)cc(Br)c1O (stereo unspecified)
-2	-6	0	6	2	1.1	-2	4	4	COc1ccc(C(=O)Nc2cccc3nc(C)ccc23)cc1OC
1	2	2	-10	-1	-1.2	7	9	9	Cc1nc(NC(=O)c2ccccc2)sc1C
5	-3	-4	-7	-1	-0.9	7	-4	2	COc1ccc(NC(=O)CN2CCC(Cc3ccccc3)CC2)cc1S(=O)(=O)N1CCOCC1
1	0	-9	7	5	-1.8	14	0	-4	CCC1CCCCN1C(=O)Cn1c(=O)oc2ccccc21 (stereo unspecified)
0	-2	-3	-3	7	-0.6	20	-6	5	COCC(C)n1c(C)cc(C(=O)COC(=O)c2c(NC(C)=O)sc(C)c2C)c1C (stereo unspecified)
6	-5	-1	2	-8	-0.6	16	19	-7	O=C(Nc1cccc(S(=O)(=O)N2CCCCC2)c1)c1cccs1
0	-9	0	13	-7	-0.5	15	10	0	CCCCn1c(N)c(Sc2ccc(Cl)cc2)c(=O)[nH]c1=O
0	-1	-5	-9	2	-0.5	-6	-3	6	CC(C)(C)c1cc(C(=O)NCCCn2ccnc2)cc(C(C)(C)C)c1
12	1	1	-11	-1	/	/	4	/	CC(C)CNc1ncnc2c1ncn2[C@H]1CN(Cc2cccc3ccccc23)C[C@@H](CO)O1
1	-1	-2	7	4	-3.2	-21	3	0	CC(C)(C)c1ccc(NC(=O)Cn2cnc3cc([N+](=O)[O-])ccc3c2=O)cc1
1	8	-2	-12	12	-0.4	8	-7	-1	CC1CN(C(=O)c2ccccc2)OC(c2ccc3c(c2)OCO3)O1 (stereo unspecified)
1	5	-2	-10	3	-1.4	-10	-2	-2	COc1ccc(CNC(=O)CSc2nnc(NC(=O)c3ccccc3F)s2)cc1
-1	6	-5	-1	1	-1.1	15	-4	-4	COc1ccc(C/C(=N\O)c2ccc(OC)cc2)cc1
1	2	-8	1	0	0.1	11	-15	1	Cc1cc(C)cc(NC(=O)CCn2ccnc2C)c1
8	-1	4	-17	-15	-1.1	4	5	/	CCN(CC(=O)Nc1c(F)cccc1F)C(=O)c1cccc(S(=O)(=O)N2CCCc3ccccc32)c1
0	8	0	-2	5	-2.0	-2	-3	4	COc1ccc(CCNC(=O)/C=C/c2ccc(S(=O)(=O)N3CCOCC3)cc2)cc1
-4	19	-2	2	8	-0.8	-1	5	-2	Cc1ccc(SCC(=O)N2CCc3ccccc32)cc1
2	1	1	4	0	-1.8	-16	-7	-1	O=C(CSc1nnnn1-c1ccc(Cl)cc1)NC(=O)Nc1ccc2c(c1)OCCO2
0	-3	2	1	-2	1.2	5	-5	/	C=CC1=CCN(S(=O)C(C)(C)C)[C@H]1CCO (stereo partly specified)
4	2	4	3	-5	-1.0	18	0	2	COC(=O)c1sc2ccccc2c1NC(=O)c1cccs1
1	1	0	1	-3	0.0	2	4	5	O=C(C(=O)N1CCCC1)c1c[nH]c2ccccc12
6	-2	19	-11	-14	-1.1	-10	-3	-3	O=C(NCc1ccc(Cl)cc1)c1cc(S(=O)(=O)N2CCCCC2)c[nH]1
1	-6	3	-11	3	0.5	-3	-1	-3	CC(/C=N/n1c(-c2cc(C)[nH]n2)n[nH]c1=S)=C\c1ccco1
3	-4	1	-6	-2	-0.9	9	3	4	Cc1ccc(C)c(NC(=O)CN(C)C(=O)COc2cccc3c2OC(C)(C)C3)c1
0	16	1	-1	7	1.4	8	-7	2	Cc1cc(C(=O)CSc2nnc(C3CC3)n2C2CC2)c(C)n1C(C)C
0	7	-6	-4	-1	-3.0	2	-5	/	CCOC(=O)N1CCN(c2cc(N(C)CCO)c([N+](=O)[O-])c3nonc23)CC1
7	-6	-1	-5	-4	-2.4	-5	16	5	COc1ccc(OC(C)C(=O)N(C)Cc2nc(-c3ccc(C)cc3)no2)cc1 (stereo unspecified)
5	-3	-4	-5	-1	-1.1	15	7	4	COc1ccc(C)cc1NC(=O)C1CCCN(S(=O)(=O)c2ccc3c(c2)CCCN3C(C)=O)C1 (stereo unspecified)
-1	14	-1	0	2	-5.4	20	-1	1	COc1ccc(-c2oc(NC(C)=O)c(C#N)c2-c2ccc(OC)cc2)cc1
9	5	7	24	-12	4.7	29	10	3	Cc1noc(NS(=O)(=O)c2ccc(NC(=O)Nc3ccc(Cl)c(Cl)c3)cc2)c1C

Entries of single compounds as entered above. Order of screens: M4 ag | M4 PAM | CHRM5 agonist | CHRM4 antagonist | M5 PAM | CRFBP-R2 agonist | CRFBP-R2 block | CHRM5 antagonist | IDE inh
CC1CC(=O)N(CC(=O)N2CCCC2)c2ccccc2S1 (stereo unspecified) across the screens: 0 | 7 | -2 | 4 | 5 | 0.3 | 8 | -4 | -5
COc1ccc(N(C)C(=O)CCS(=O)(=O)c2cccc3nonc23)c(OC)c1 across the screens: 1 | -11 | 1 | 9 | -1 | 0.1 | 5 | -1 | -1
CC1CCCN(c2ccc(C(=O)Nc3nnc(C4CC4)s3)cc2[N+](=O)[O-])C1 (stereo unspecified) across the screens: 1 | 0 | -2 | -3 | -3 | 0.2 | -93 | 2 | -4
O=C(C(=O)N1CCCC1)c1c[nH]c2ccccc12 across the screens: 1 | 1 | 0 | 1 | -3 | 0.0 | 2 | 4 | 5
O=C1CCCN1c1ccc(S(=O)(=O)N2CCN(c3ccccc3)CC2)cc1 across the screens: 1 | -6 | -1 | 2 | -6 | -2.1 | -2 | 4 | 1

(listing goes on)
M4 ag	M4 PAM	CHRM5 agonist	CHRM4 antagonist	M5 PAM	CRFBP-R2 agonist	CRFBP-R2 block	CHRM5 antagonist	IDE inh	Compound
-1	4	-3	-7	3	0.0	12	3	-2	CCC(=O)N1N=C(c2cccs2)CC1c1ccco1 (stereo unspecified)
1	5	3	-4	-6	/	/	6	/	CC=C1OC(n2cnc3c(N)ncnc32)C(O)C1O (stereo unspecified)
1	-3	-1	-4	-6	2.6	7	2	1	O=S(=O)(NCC1CCCO1)c1cnc(Cl)c(Cl)c1 (stereo unspecified)
2	-1	-3	-3	-8	0.2	-14	13	0	Cc1ccccc1CC(=O)Nc1sc(C(C)C)cc1C(=O)N1CCOCC1
0	9	0	-6	0	-0.4	7	-3	-2	COc1ccc(C=NC(CO)C(O)c2ccc([N+](=O)[O-])cc2)cc1 (stereo unspecified)
0	2	-5	-11	1	-0.2	1	7	-1	CN1CCC(N(C)S(=O)(=O)c2ccc(NC(=O)c3ccc(S(=O)(=O)N(C)C)cc3)cc2)CC1
1	10	-3	-12	-1	-1.0	7	-1	1	O=S1(=O)CCN(Cc2ccc(Cl)cc2)CC1
1	1	-1	-6	-4	-2.0	13	-17	0	CCN(CC)c1ccc(C(=O)N/N=C/c2ccc(OC)cc2OC)cc1
1	4	-1	-8	-1	-2.5	-8	-1	-1	O=C(O)c1cccc(NC(=O)c2cc(-c3cccc(Cl)c3)nc3ccccc23)c1
7	-7	3	8	-8	9.6	20	10	-1	O=C(CS(=O)(=O)Nc1ccc(F)cc1Cl)Nc1ccc(F)cc1Cl

Compound activity: PubChem BioAssay, several laboratories
